D1 allo mod = allosterically modulates the human D1 dopamine receptor; P21728; HEK293 D1, CRE-luciferase, dopamine EC30 potentiation; actives deviate in either direction; B-score at 10 µM; hit rate 5.9% among 58,000;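 active means luminescence count or its row- and column-corrected plate score outside the 99.7% band of the plate's sample wells, on either side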
HEK293 NFkB inh = lowers PMA/ionomycin-induced NF-kB signal in HEK293 cells; HEK-293 NF-kB luciferase reporter, luminescence; inhibition, % at 3 µM; hit rate 0.21% among 62,000; AID 465;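 active means inhibition above the mean of all tested compounds plus 3 SD, cut at about 40% in these data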;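 further: 0% = stimulated DMSO wells and 100% = 10 µM reference inhibitor 5653914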
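System – HEK-293 cells with stable firefly luciferase reporter driven by four HIV NF-kB elements · Doses – one dose, 3 µM · Schedule – 1 h compound pre-incubation, 16 h PMA/ionomycin at 37 °C · Technique – luminescence from luciferase substrate reagent · Measure – percent inhibition normalized per plate to DMSO and reference-inhibitor controls · Replicates – tested once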
M1 antag = blocks the rat M1 muscarinic receptor response to acetylcholine; CHO-M1 cells, Fluo-4 calcium, ACh EC80 antagonist mode; active compounds read low; P08482; hit rate 3.4% among 64,000; B-score at 10 µM;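 active means calcium fluorescence response, raw or row-and-column corrected B-score, differing from the plate sample mean either way at a set confidence level, mostly lower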
Target sequence (P08482 whole entry, looked up): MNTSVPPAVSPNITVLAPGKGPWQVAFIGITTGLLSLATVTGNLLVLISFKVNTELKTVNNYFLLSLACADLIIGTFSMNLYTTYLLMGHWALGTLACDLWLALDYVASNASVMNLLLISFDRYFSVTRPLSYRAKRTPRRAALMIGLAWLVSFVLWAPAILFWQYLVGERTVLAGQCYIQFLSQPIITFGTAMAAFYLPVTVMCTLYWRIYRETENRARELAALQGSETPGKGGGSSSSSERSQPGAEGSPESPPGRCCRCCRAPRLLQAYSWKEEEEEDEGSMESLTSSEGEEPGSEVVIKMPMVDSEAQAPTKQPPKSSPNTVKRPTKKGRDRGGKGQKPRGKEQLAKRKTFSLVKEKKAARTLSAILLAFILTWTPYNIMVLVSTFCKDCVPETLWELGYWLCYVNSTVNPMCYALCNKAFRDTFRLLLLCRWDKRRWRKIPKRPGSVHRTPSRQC
NADH coupling = inhibitors of enzymes used to reach an NAD/NADH endpoint. coupled PK/LDH NADH assays, four targets. IC50, µM (highest dose often 10 µM), without a hit: at the top dose inhibition. hit rate 0.02% among 65,000;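 active means single-dose screening hits from any of four coupled enzyme assays that gave an IC50 when retested across doses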;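 further: the DPM-DC format reads NADH fluorescence rather than 340 nm absorbance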
TNAP act mid DEA = activates human TNAP at intermediate phosphate acceptor concentration. purified TNAP, CDP-star luminescence, 100 mM DEA, 30 min; active compounds read high; scale: 0 levamisole-inhibited, 1 vehicle-only enzyme. activation factor at 20 µM. 64,000 tested, under 10 active;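 active means activation factor of at least 2 at 20 µM, relative to controls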
Target sequence (P05186 whole entry, looked up): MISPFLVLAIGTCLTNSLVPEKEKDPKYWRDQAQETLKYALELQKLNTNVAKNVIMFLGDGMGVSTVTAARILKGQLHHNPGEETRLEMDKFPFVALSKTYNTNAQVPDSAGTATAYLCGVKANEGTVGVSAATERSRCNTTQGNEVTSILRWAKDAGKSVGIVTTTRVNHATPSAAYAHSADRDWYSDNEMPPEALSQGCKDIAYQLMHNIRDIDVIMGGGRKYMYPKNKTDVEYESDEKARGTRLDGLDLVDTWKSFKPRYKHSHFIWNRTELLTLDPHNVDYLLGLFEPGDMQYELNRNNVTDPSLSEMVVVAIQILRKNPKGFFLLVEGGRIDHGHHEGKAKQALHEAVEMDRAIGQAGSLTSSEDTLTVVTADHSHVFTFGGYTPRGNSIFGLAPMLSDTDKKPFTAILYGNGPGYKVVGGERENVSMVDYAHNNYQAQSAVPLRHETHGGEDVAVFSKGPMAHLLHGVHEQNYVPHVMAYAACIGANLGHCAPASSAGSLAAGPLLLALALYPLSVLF
Ecoli tolC = E. coli tolC mutant growth inhibition | hit rate 2.2% among 65,000 | growth inhibition, % at 10 µM (by protocol) | E. coli BW25113 tolC mutant growth, OD615 | AID 573;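 active means growth inhibition at or above a cutoff equal to the mean over every tested compound plus 3 SD, cut at about 60% in these data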;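 further: growth measured after 20 h incubation at 37 °C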
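Test system: tolC-deleted E. coli BW25113 | Medium: LB with kanamycin 50 µg/mL | Compound dosing: Single concentration, 10 µM final per compound | Schedule: 37 °C, 20 h exposure | Measured by: OD at 615 nm | Evaluation: Percent growth inhibition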
SF-1 act = activators of human nuclear receptor SF-1; CHO-K1 Gal4-SF-1 LBD luciferase reporter; % increase over DMSO SF-1-specific signal; hit rate 1.9% among 65,000; activation, % at 10 µM;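 active means activation above the mean activation of all tested compounds plus 3 SD, cut at about 50% in these data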
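material = CHO-K1 cells with Gal4–hSF-1 LBD chimera plus Gal4-driven luciferase | compound = 10 µM single point, 1% DMSO | incubation = 20 h compound exposure at 37 °C after 1 h cell settling | measured by = SteadyLite luciferase luminescence | evaluation = percent activation relative to DMSO median and mock-transfected background | control set = DMSO negative control and −SF1 background wells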
M1 ag = activates the M1 muscarinic receptor | CHO-M1 cells, Fluo-4 calcium fluorescence, agonist mode; active compounds read high | B-score at 10 µM | hit rate 3% among 64,000 | AID 626;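 active means fluorescence rise, raw or as B-score row- and column-corrected plate score, outside the 99.7% band of its plate's samples, either direction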
Jurkat tox 60K = cytotoxicity toward Jurkat cells. AID 463. inhibition, % at 4 µM. hit rate 1.2% among 56,000. Jurkat E6.1 viability, ATP luminescence, 48 h;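 active means inhibition above the mean inhibition of all tested compounds plus 3 SD, cut at about 28% in these data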
Active calls of the source: *; [ ] = another dose, or the depositor's remark.

Results for COc1ccc(OC)c(C2C(C#N)=C(N)Oc3c2c(C)nn3-c2cccc(Cl)c2)c1 (configuration not stated) ?
D1 allo mod: 0.0933; HEK293 NFkB inh: 1.7; M1 antag: -0.264; NADH coupling: 5.0%; TNAP act mid DEA: 0.8; Ecoli tolC: 47.8; SF-1 act: -5.6; M1 ag: -0.566; Jurkat tox 60K: -5.3

Results for O=C(O)c1ccc2c(c1)N(Cc1ccccc1)C(=O)c1ccccc1S2=O (configuration not stated) ?
D1 allo mod: 0.258; HEK293 NFkB inh: -7.5; M1 antag: 0.443; NADH coupling: 2.0%; TNAP act mid DEA: 0.9; Ecoli tolC: -23.5; SF-1 act: -2.6; M1 ag: -0.196; Jurkat tox 60K: -5.9

How did CCOC(=O)c1[nH]c(COC(=O)C2CC(=O)N(Cc3ccccc3)C2)c(C(=O)OCC)c1C (configuration not stated) do in these assays?
D1 allo mod: 2.92*; HEK293 NFkB inh: 0.7; M1 antag: 0.471; NADH coupling: 6.0%; TNAP act mid DEA: 1; Ecoli tolC: -0.5; SF-1 act: -4.4; M1 ag: -0.559; Jurkat tox 60K: -1.4

Results for COc1ccc(C(CNC(=O)C2CC(=O)N(Cc3ccc(C)cc3)C2)N(C)C)cc1 (configuration not stated) ?
D1 allo mod: -0.0271; HEK293 NFkB inh: 1.4; M1 antag: 0.538; NADH coupling: 1.0%; TNAP act mid DEA: 0.9; Ecoli tolC: -5.1; SF-1 act: 4.7; M1 ag: -0.227

Results for c1ccc(CCNc2ncnc3c2cnn3-c2ccccc2)cc1 ?
D1 allo mod: -1.38; HEK293 NFkB inh: -27.0; M1 antag: 0; NADH coupling: 4.0%; Ecoli tolC: 72.5*; SF-1 act: 14.1; M1 ag: 1.16; Jurkat tox 60K: 0.6

What do the screens show for `CCOC(=O)c1[nH]c(C)c(/C(O)=C2\C(=O)C(=O)N(CCCN(CC)CC)C2c2cccnc2)c1C` (configuration not stated)?
D1 allo mod: 1.03; HEK293 NFkB inh: 5.7; M1 antag: 0.481; NADH coupling: 2.0%; TNAP act mid DEA: 0.9; Ecoli tolC: -13.9; SF-1 act: 9.7; M1 ag: 2.45; Jurkat tox 60K: -8.9

What do the screens show for `CCOC(=O)c1c(C)c(C(=O)NCc2ccccn2)c(C)n1C`?
D1 allo mod: 0.185; HEK293 NFkB inh: 10.8; M1 antag: -0.908; NADH coupling: 4.0%; TNAP act mid DEA: 1; Ecoli tolC: -13.4; SF-1 act: 12.6; M1 ag: -0.366; Jurkat tox 60K: -1.9

How did Nc1c(C(=O)OCC2CCCO2)c2nc3ccccc3nc2n1-c1ccc2c(c1)OCCO2 (configuration not stated) do in these assays?
D1 allo mod: 5.1*; HEK293 NFkB inh: 22.8; M1 antag: -0.196; NADH coupling: 10.0%; TNAP act mid DEA: 0.9; Ecoli tolC: 19.5; SF-1 act: 4.0; M1 ag: 5.93*; Jurkat tox 60K: -5.1

Results for O=C(c1cccn2c(=O)c3cc(Cl)ccc3nc12)N1CCN(Cc2ccc3c(c2)OCO3)CC1 ?
D1 allo mod: 2.99*; HEK293 NFkB inh: 16.2; M1 antag: -0.00291; NADH coupling: 9.0%[fluoresces]; TNAP act mid DEA: 0.9; Ecoli tolC: 21.6; SF-1 act: 3.0; M1 ag: 2.35

Results for N#Cc1c2c(c(N3CCN(c4ccccn4)CC3)n3c1nc1ccccc13)CCC2 ?
D1 allo mod: -0.323; HEK293 NFkB inh: 2.1; M1 antag: 1.1; NADH coupling: 2.0%; TNAP act mid DEA: 1; Ecoli tolC: 3.4; SF-1 act: -1.1; M1 ag: -0.9

Results for COc1cccc(C(=O)NCCC2=CCCCC2)c1OC ?
D1 allo mod: 0.608; HEK293 NFkB inh: 0.8; M1 antag: 0.291; NADH coupling: 6.0%; TNAP act mid DEA: 1; Ecoli tolC: 19.1; SF-1 act: 42.3; M1 ag: -0.178; Jurkat tox 60K: -2.5

Results for CC1(C)CC(NS(=O)(=O)c2ccccc2)CC(C)(C)N1 ?
D1 allo mod: -0.614; HEK293 NFkB inh: 17.2; M1 antag: 0.396; NADH coupling: 5.0%; TNAP act mid DEA: 0.9; Ecoli tolC: -9.4; SF-1 act: -1.5; M1 ag: 0.00663; Jurkat tox 60K: -6.0

What do the screens show for `CCn1nc(C(=O)OC2CCOC2=O)c2ccccc2c1=O` (configuration not stated)?
D1 allo mod: 0.803; HEK293 NFkB inh: -3.7; M1 antag: 1.69; NADH coupling: 5.0%; TNAP act mid DEA: 1; Ecoli tolC: -6.4; SF-1 act: -1.0; M1 ag: -0.272; Jurkat tox 60K: -5.1

How did CCc1oc2ccccc2c1C(=O)CCN1CCCCC1 do in these assays?
D1 allo mod: -1.09; HEK293 NFkB inh: -3.3; M1 antag: -7.08*; NADH coupling: 4.0%; TNAP act mid DEA: 0.9; Ecoli tolC: -5.1; SF-1 act: -28.7; M1 ag: 0.187; Jurkat tox 60K: 0.2

How did Cc1cc(N)n(-c2ccccc2)n1 do in these assays?
D1 allo mod: 0.874; M1 antag: -0.266; NADH coupling: 4.0%; TNAP act mid DEA: 1; Ecoli tolC: -13.1; M1 ag: -1.5

Results for O=C1N=C(N2CCOCC2)S/C1=C1\C(=O)N(Cc2ccccc2)c2ccccc21 ?
D1 allo mod: 0.839; HEK293 NFkB inh: -5.1; NADH coupling: 1.0%; TNAP act mid DEA: 0.8; Ecoli tolC: -17.3; SF-1 act: 30.5; Jurkat tox 60K: -3.8

Results for O=C(O)c1cccc(CN2C(=O)SC(Nc3ccccc3)C2=O)c1 (configuration not stated) ?
D1 allo mod: 0.0859; HEK293 NFkB inh: 5.8; M1 antag: -0.186; NADH coupling: 3.0%; TNAP act mid DEA: 1; Ecoli tolC: -12.9; SF-1 act: 23.9; M1 ag: 1.15; Jurkat tox 60K: 0.0

What do the screens show for `COc1ccccc1N1CCN(C(=O)c2cc(-c3ccc(Br)cc3)on2)CC1`?
D1 allo mod: 0.0203; HEK293 NFkB inh: 12.1; M1 antag: 0.0437; NADH coupling: 3.0%; TNAP act mid DEA: 0.9; Ecoli tolC: 63.8*; SF-1 act: 3.2; M1 ag: -0.734; Jurkat tox 60K: 1.4

Results for O=S(=O)(c1ccc2c(c1)OCCCO2)N1CCNCC1 ?
D1 allo mod: 0.00412; HEK293 NFkB inh: 6.6; M1 antag: -0.421; NADH coupling: 4.0%; TNAP act mid DEA: 0.9; Ecoli tolC: -15.2; SF-1 act: -9.7; M1 ag: -1.53; Jurkat tox 60K: -3.3

How did COc1ccc(C2C(C(=O)N3CCN(c4ccccc4F)CC3)c3ccccc3C(=O)N2C)cc1 (configuration not stated) do in these assays?
D1 allo mod: -0.962; HEK293 NFkB inh: 13.9; M1 antag: 0.0846; NADH coupling: 4.0%; TNAP act mid DEA: 1; Ecoli tolC: 16.1; SF-1 act: 2.4; M1 ag: 4.93*

What do the screens show for `COc1ccc(Cn2nnc3c(=O)[nH]c(C4CCN(C(=O)c5ccccc5Cl)CC4)nc32)cc1`?
D1 allo mod: 1.14; HEK293 NFkB inh: 14.2; M1 antag: -0.028; NADH coupling: 5.0%; TNAP act mid DEA: 0.9; Ecoli tolC: 6.3; SF-1 act: -2.2; M1 ag: -0.0421; Jurkat tox 60K: -2.8

What do the screens show for `N#CC1=C(N)OC2=C(C(=O)CCC2)C1c1ccc(OC(=O)N2CCOCC2)cc1` (configuration not stated)?
D1 allo mod: 0.0542; HEK293 NFkB inh: 14.8; NADH coupling: 5.0%; TNAP act mid DEA: 1; Ecoli tolC: -14.4; SF-1 act: 0.1; Jurkat tox 60K: 5.7

How did COc1ccc(OC)c(-n2nnnc2SCC(=O)NCCc2ccccc2)c1 do in these assays?
D1 allo mod: 0.22; HEK293 NFkB inh: 7.7; M1 antag: 1.22; NADH coupling: 8.0%; TNAP act mid DEA: 0.9; Ecoli tolC: 19.7; SF-1 act: -8.3; M1 ag: 0.302; Jurkat tox 60K: 3.2

How did COc1ccc(-n2cnnc2SCC(=O)c2ccc(S(=O)(=O)N3CCOCC3)cc2)cc1 do in these assays?
D1 allo mod: 0.0828; HEK293 NFkB inh: 9.1; M1 antag: -1.03; NADH coupling: 4.0%; TNAP act mid DEA: 0.9; Ecoli tolC: -9.4; SF-1 act: 8.7; M1 ag: -0.04; Jurkat tox 60K: -9.0

Results for CCC(=O)N1CN(S(=O)(=O)c2ccc(C)cc2)CC1C (configuration not stated) ?
D1 allo mod: 0.261; HEK293 NFkB inh: 0.0; M1 antag: 0.18; NADH coupling: 5.0%; TNAP act mid DEA: 0.9; Ecoli tolC: -20.5; SF-1 act: 9.8; M1 ag: 0.825; Jurkat tox 60K: -3.3

Results for CN(C)S(=O)(=O)N1CCN(c2cccc(Cl)c2)CC1 ?
D1 allo mod: 0.245; HEK293 NFkB inh: 15.6; M1 antag: -0.747; NADH coupling: 1.0%; TNAP act mid DEA: 0.9; Ecoli tolC: 6.4; SF-1 act: 12.8; M1 ag: -0.209; Jurkat tox 60K: 7.1

What do the screens show for `Cc1ccccc1C(=O)Nc1cccc(NC(=O)Cn2cnc3c(=O)n(C)c(=O)n(C)c32)c1`?
HEK293 NFkB inh: 12.0; M1 antag: 0.00491; NADH coupling: 5.0%; TNAP act mid DEA: 0.9; Ecoli tolC: -1.0; SF-1 act: -43.4; M1 ag: -0.294; Jurkat tox 60K: -3.5

How did COc1cc2c(C(=O)N3CCN(C)CC3)c(C)oc2cc1Br do in these assays?
D1 allo mod: -0.459; HEK293 NFkB inh: -3.1; M1 antag: 0.0741; NADH coupling: 10.0%; TNAP act mid DEA: 0.9; Ecoli tolC: -14.0; SF-1 act: 0.8; M1 ag: 0.361; Jurkat tox 60K: 1.9

What do the screens show for `COc1ccc(C(=O)Nc2c(N)nc(SCC(=O)N3CCC(C)CC3)[nH]c2=O)cc1OC`?
D1 allo mod: 0.0431; HEK293 NFkB inh: 1.1; M1 antag: 0.133; NADH coupling: 2.0%; TNAP act mid DEA: 1; Ecoli tolC: -18.2; SF-1 act: 11.6; M1 ag: 1.16; Jurkat tox 60K: -6.6

How did O=c1[nH]c(Nc2nc3ccccc3o2)nc2c1CCCC2 do in these assays?
D1 allo mod: -6.42*; HEK293 NFkB inh: -53.3; M1 antag: 0.236; NADH coupling: 1.0%; TNAP act mid DEA: 1; Ecoli tolC: -1.4; SF-1 act: -23.5; M1 ag: 0.0962; Jurkat tox 60K: -4.5

How did N=C1C=CC=C2C1=NC1(CCCCC1)N2O do in these assays?
D1 allo mod: 1.46; HEK293 NFkB inh: -2.0; M1 antag: -0.313; NADH coupling: 3.0%; TNAP act mid DEA: 0.9; Ecoli tolC: -4.8; SF-1 act: -4.9; M1 ag: -1.13; Jurkat tox 60K: -2.9

Quoted at random: two compounds from above, in no set order.
Results for CN(C)S(=O)(=O)N1CCN(c2cccc(Cl)c2)CC1 ?
D1 allo mod: 0.245; HEK293 NFkB inh: 15.6; M1 antag: -0.747; NADH coupling: 1.0%; TNAP act mid DEA: 0.9; Ecoli tolC: 6.4; SF-1 act: 12.8; M1 ag: -0.209; Jurkat tox 60K: 7.1

What do the screens show for `COc1ccc(Cn2nnc3c(=O)[nH]c(C4CCN(C(=O)c5ccccc5Cl)CC4)nc32)cc1`?
D1 allo mod: 1.14; HEK293 NFkB inh: 14.2; M1 antag: -0.028; NADH coupling: 5.0%; TNAP act mid DEA: 0.9; Ecoli tolC: 6.3; SF-1 act: -2.2; M1 ag: -0.0421; Jurkat tox 60K: -2.8

Compound activity as filed in PubChem BioAssay.
